Assay outcomes as filed in PubChem BioAssay.
MITF act: activators of MITF-driven TRPM1 promoter reporter, primary screen, cell-based, SK-MEL-5, luciferase, single point. SK-MEL-5 TRPM1-promoter luciferase, 24 h; % of positive control, neutral wells = 0. activation, % at 12.5 µM. actives 0.75% (n = 300,000);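 active means mean activation of at least 80% with every replicate also reaching 80%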;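 further: 0% = neutral control wells and 100% = parthenolide positive control wells; values of inactives mirror those of a sister screen read the other way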
V-ATPase pH: regulators of yeast V-ATPase proton pumping, primary screen, pHLuorin cytosolic pH fluorescence. S. cerevisiae. response, % at 10 µM. actives 0.37% (n = 350,000). AID 504577, 2011; in the data active means response mostly above about 7.3%, no sharp cut-off; inactive means mostly below about 5.4%; further: actives read high; inactives centre near 0; some compounds called inactive have numbers as strong as hits
Rtt109 HAT inh: inhibitors of C. albicans Rtt109/Vps75 HAT, primary screen, biochemical, ThioGlo CoA-SH fluorescence, plate reader. purified Rtt109/Vps75, 4 h. inhibition, % at 34.9 µM. actives 0.16% (n = 330,000). AID 540336, 2011;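 active means inhibition of at least 50% in every replicate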
Target sequence (Q5AAJ8 whole entry, looked up): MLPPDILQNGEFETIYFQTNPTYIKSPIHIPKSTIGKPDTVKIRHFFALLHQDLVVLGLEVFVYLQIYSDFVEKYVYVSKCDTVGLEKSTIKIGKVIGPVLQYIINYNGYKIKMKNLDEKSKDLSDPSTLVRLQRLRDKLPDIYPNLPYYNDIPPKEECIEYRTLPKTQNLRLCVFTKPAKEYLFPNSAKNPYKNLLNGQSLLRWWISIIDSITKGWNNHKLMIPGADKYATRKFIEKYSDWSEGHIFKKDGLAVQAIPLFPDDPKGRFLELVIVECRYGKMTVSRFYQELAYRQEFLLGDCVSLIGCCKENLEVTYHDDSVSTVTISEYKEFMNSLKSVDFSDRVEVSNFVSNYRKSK
RTF Ca sens act: cardiac RTF calcium sensitivity activators, primary screen, biochemical, IANBD-TnC fluorescence, EC20 calcium; IANBD-labeled TnC RTF fluorescence at EC20 calcium; 0% EC20 calcium, 100% full calcium; activation, % at 7.2 µM; actives 0.24% (n = 340,000); AID 493008, 2010;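 active means activation above the mean over all tested compounds plus 3 SD, cut at about 30% in these data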;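 further: rise in fluorescence read as greater calcium sensitivity of cardiac thin filaments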
CAL PDZ FP-1: untagged CAL PDZ binding inhibitors, primary screen, biochemical, fluorescence polarization, HTS; Golgi-associated PDZ and coiled-coil motif-containing protein (Homo sapiens), Q9HD26; purified CAL PDZ, TMR-peptide fluorescence polarization, 1 h; inhibition, % at 24.9 µM; actives 0.92% (n = 300,000); AID 602252, 2012;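 active means mean inhibition of at least 30% with at least half of replicates also reaching 30%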;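 further: 0% = DMSO neutral control and 100% = excess unlabeled competitor peptide PRC23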
Tat export inh: E. coli Tat export inhibitors, primary screen, MC4100, TorA-mCherry reporter, fluorescence, single point | actives 0.036% (n = 340,000) | inhibition, % at 10 µM;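 active means mean replicate inhibition at least 50% and at least half of replicates individually reaching 50%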;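 further: exported cargo escapes ClpAP degradation while cytoplasmic cargo is degraded and loses fluorescence; 0% = median of neutral control wells and 100% = median of NaSCN control wells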
dFosB act: activators of delta FosB homodimer, primary screen, biochemical, fluorescence polarization, TAMRA-CDK5 oligo, single point; purified delta FosB; percent of positive-control signal above neutral wells; activation, % at 25 µM; actives 0.99% (n = 340,000); AID 493131, 2011;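 active means mean activation above about 17%, with every replicate also reaching it, limit read from the data, passing the limit was not always enough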;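 further: fluorescence polarization rise as delta FosB binds a TAMRA Cdk5 AP-1 oligo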
CAL PDZ FP-2: CAL PDZ peptide-binding inhibitors, primary screen, biochemical, fluorescence polarization, Cer-tagged CAL PDZ, HTS | Golgi-associated PDZ and coiled-coil motif-containing protein (Homo sapiens), Q9HD26 | purified CAL PDZ, TMR-peptide fluorescence polarization, 1 h | inhibition, % at 20 µM | actives 0.02% (n = 330,000) | AID 504414, 2011;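 active means highest replicate inhibition of at least 40%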;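 further: plate controls were DMSO neutral control wells for no effect and unlabeled competitor peptide control wells for full effect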
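Read-out basis: mP drop reported as inhibition | Assay system: Tagged CAL PDZ protein CerCALP, purified | Benchmarks: Unlabelled peptide for full inhibition, DMSO wells as neutral | Schedule: 1 h incubation at room temperature before polarization reading | Buffer or medium: Sodium phosphate/NaCl buffer pH 7.4 with TCEP, IgG, Thesit | Doses: Single point, 20 µM | Measured by: Fluorescence polarization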
Wnt act: Wnt/beta-catenin pathway activators, primary screen, cell-based, plate reader, single point. Wnt/beta-catenin reporter cell assay, activator. activation, % at 9.35 µM. actives 1.2% (n = 300,000). AID 743398, 2014; in the data active means activation above about 30%, passing the limit was not always enough;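 further: 0% = neutral control wells and 100% = positive control wells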
CDK5 inh: inhibitors of human CDK5/p35 kinase, primary screen, biochemical, single concentration | Cyclin-dependent kinase 5 (Homo sapiens) + Cyclin-dependent kinase 5 activator 1 (Homo … | Recombinant CDK5/p35, ADP-Glo luminescence, 60 min | inhibition, % at 10 µM | actives 0.01% (n = 330,000);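 active means highest replicate inhibition of at least 50% and at least 75% of replicates reaching 50%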;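 further: plate controls were DMSO neutral control for no effect and GW8510 at 10 µM for full effect; many of its hits are not listed in these tables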
Target sequence (Q00535 whole entry, looked up): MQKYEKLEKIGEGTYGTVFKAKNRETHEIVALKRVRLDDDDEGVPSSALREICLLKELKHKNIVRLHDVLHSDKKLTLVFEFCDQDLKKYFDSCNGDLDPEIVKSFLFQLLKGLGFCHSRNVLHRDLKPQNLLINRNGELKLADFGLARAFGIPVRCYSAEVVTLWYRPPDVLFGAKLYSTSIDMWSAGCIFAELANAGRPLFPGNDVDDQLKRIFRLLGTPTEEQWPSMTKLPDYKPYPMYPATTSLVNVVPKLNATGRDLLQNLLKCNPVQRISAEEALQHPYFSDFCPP
Target sequence (Q15078 whole entry, looked up): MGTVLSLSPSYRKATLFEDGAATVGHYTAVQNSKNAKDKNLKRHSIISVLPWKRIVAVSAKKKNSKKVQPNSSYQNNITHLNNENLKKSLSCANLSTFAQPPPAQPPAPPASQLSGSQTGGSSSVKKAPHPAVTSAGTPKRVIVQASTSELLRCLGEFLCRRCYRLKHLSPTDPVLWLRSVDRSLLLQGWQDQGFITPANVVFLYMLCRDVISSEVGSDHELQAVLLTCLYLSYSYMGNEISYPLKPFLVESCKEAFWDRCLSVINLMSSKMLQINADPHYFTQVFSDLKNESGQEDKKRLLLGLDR
The depositor's hits bear a star; x = no result given.

SMILES	MITF act	V-ATPase pH	Rtt109 HAT inh	RTF Ca sens act	CAL PDZ FP-1	Tat export inh	dFosB act	CAL PDZ FP-2	Wnt act	CDK5 inh
CCN(CC)S(=O)(=O)c1cccc(NC(=O)/C=C/c2cccc([N+](=O)[O-])c2)c1	-11	0	2	14	-5	4	-5	0.0	-1	-0.6
Cc1cc(C)cc(N(CC(=O)N2CCCCCC2)S(C)(=O)=O)c1	x	2	0	3	-7	-6	-3	0.0	-4	0.1
COc1ccc(-c2c(C#Cc3ccsc3)c3cc(-c4ccc5[nH]ccc5c4)ccc3n2C)cc1	-2	-1	-2	0	-3	-2	17*	0.9	-5	-0.3
Cc1nc2scc(C)n2c(=O)c1S(=O)(=O)NCC1CCN(Cc2ccc(F)cc2)CC1	14	-5	8	-3	-3	-12	-6	-1.7	-4	-1.4
COc1ccc(-c2cc(C(=O)NCc3ccco3)c3ccccc3n2)cc1	0	-1	12	2	x	-3	-14	0.0	-1	-0.4
CC(=O)NC(Cc1cccc(F)c1)C(=O)NC1CCN(c2ncccc2[N+](=O)[O-])CC1 (stereo not given)	-11	-2	1	3	x	0	-4	0.1	-1	0.2
COc1ccc(C2Nc3ccccc3C(=O)N2NS(C)(=O)=O)cc1OC (stereo not given)	6	4	-17	-3	9	1	-4	-0.1	-7	-0.4
CCn1c(=O)cc(OCC(=O)Nc2cccc(C)n2)c2ccccc21	x	0	-5	10	-1	3	-22	-0.6	2	1.8
O=C(C1CC(c2cccc(Br)c2)=NO1)N1CCc2ccccc2C1 (stereo not given)	x	-3	x	-4	0	-4	-3	-1.4	1	-0.2
Cc1cc(N/N=C/c2ccc([N+](=O)[O-])o2)nc2ccccc12	-17	0	-1	7	-4	-1	-6	-2.2	6	0.6
Cc1ccc(CN(c2ccc(C(=O)Nc3cccnc3)cc2)S(C)(=O)=O)cc1	-22	0	-13	-2	x	10	-12	-0.6	x	-2.6
O=C(COc1ccccc1)N1CCN=C1SCc1cccc(F)c1	11	0	-2	2	-4	11	-4	-3.6	5	-0.1
CC(C)Oc1cccc(C(=O)N2CCCC2)c1	11	-2	-7	-5	-1	-7	-4	-2.7	0	0.1
O=C(Nc1ccc(-c2nc3ccccc3o2)cc1)c1cc(-n2cnnc2)ccc1Cl	-14	-2	-4	-1	x	-11	0	-3.7	x	1.3
O=C(c1cccc(S(=O)(=O)N2CCCC2)c1)N1CCN(Cc2ccccc2)CC1	-7	4	2	-2	-2	-5	-4	0.3	-2	-0.9
CCN1CCN(c2ccc(S(=O)(=O)N3CCCCC3)cc2NC(=O)c2ccc(F)cc2)CC1	7	2	-5	1	-1	-4	2	-0.8	0	-1.0
Cc1ccc(CC(=O)Nc2ccc(S(=O)(=O)N3CCOCC3)cc2)cc1	0	-4	-3	2	-2	13	-11	-2.2	-3	0.2
Cc1c(/C=N/n2cnnc2)c2ccccc2n1CCOc1ccccc1	-16	0	-4	3	x	10	-4	-0.8	x	-1.2
COc1cccc(C(=O)O/N=C(\N)CS(=O)(=O)c2ccccc2)c1	9	-1	5	2	-4	-1	0	-6.5	7	0.2
O=C(NCc1cccc(C(F)(F)F)c1)c1cccc2c1C(=O)c1ccc(N3CCC(Cc4ccccc4)CC3)cc1S2(=O)=O	-13	-2	1	95*	-1	-5	0	0.6	x	0.7
O=C(Nc1ccc(F)cc1F)c1ccc2nc(N3CCOCC3)sc2c1	x	-3	-6	-3	x	-12	4	-0.9	3	0.8
CCOP(=O)(OCC)C(NC(=O)Nc1cccc(Cl)c1)C(N)=O (stereo not given)	-8	5	x	-6	-3	2	-5	-3.2	-7	0.2
O=C(CSc1n[nH]c(=O)n1Cc1ccco1)Nc1ccccc1Cl	x	5	14	3	7	5	-9	-0.2	-4	-1.1
CC(=O)NCCC(=O)N1CCCC(N2CCN(c3cccc(Cl)c3)CC2)C1 (stereo not given)	21	1	1	1	-5	1	4	x	8	-1.2
CC1CCC(C(C)C)C(OC(=O)C2=C3c4ccccc4S(=O)(=O)N3CC2)C1 (stereo not given)	4	8	-2	2	-3	5	-9	x	0	1.2
SMILES	MITF act	V-ATPase pH	Rtt109 HAT inh	RTF Ca sens act	CAL PDZ FP-1	Tat export inh	dFosB act	CAL PDZ FP-2	Wnt act	CDK5 inh
CS(=O)(=O)N(CC(=O)NCCSCc1cccc(Cl)c1)c1ccc(F)cc1	x	-2	0	4	-3	13	-9	-3.0	1	0.4
Cc1cccc(NC(=O)C2CCCN2C(=O)Oc2ccccc2)c1 (stereo not given)	1	2	-6	-7	-1	2	3	-0.6	x	0.0
Cc1cc(C)c(NC(=O)CCc2c(C)noc2C)c(C)c1	6	-3	1	-5	-3	-4	1	-0.3	3	-2.1
COc1cc(/C=N/NC(=O)c2ccc(CSc3nc4ccccc4[nH]3)cc2)cc(OC)c1OC	11	1	-7	5	-2	2	-4	-5.8	x	0.7
Cc1ccc(COCC(CC(C)C)N2CCN(C(=O)c3cccc(C(F)(F)F)c3)CCC2=O)cc1 (stereo not given)	10	4	14	-5	-2	21	4	-0.5	2	-0.8
Cc1ccc(N2C(=O)CCC2(C#N)c2ccccc2)cc1 (stereo not given)	x	-2	1	-4	-2	-2	-1	0.1	1	-0.2
CCCOc1ccc(OCCn2nc(C(=O)O)c3ccccc3c2=O)cc1	3	1	0	1	-3	-3	-3	-0.3	-1	-1.5
CCN(CC)C(=O)CSc1ncnc2c1cnn2Cc1ccccc1	4	2	-7	1	-5	-4	-10	-0.8	-2	-0.7
Cc1cccn2c(=O)c(/C=C(\C#N)C(N)=O)c(N3CCN(Cc4ccc5c(c4)OCO5)CC3)nc12	-1	-4	9	0	3	-4	-6	-2.2	5	-1.0
Cc1ccc(C2=NN(S(C)(=O)=O)C(c3ccc4c(c3)OCO4)C2)cc1 (stereo not given)	38	-6	10	-8	-3	3	13	-1.2	50*	-4.4
Cc1nc(-c2ccccc2)cc(-c2ccccc2)n1	5	3	8	3	-3	-2	-15	-0.1	-3	-1.6
O=C(c1cc(F)ccc1F)C1CCCN(C(=O)c2ccc3nccnc3c2)C1 (stereo not given)	3	-5	-2	-5	-4	1	-1	-1.7	1	-3.7
Cc1ccc(/C=C2/CNC/C(=C/c3ccc(C)cc3)C2=O)cc1	-90	0	0	-2	39*	-10	-10	-0.3	-5	-1.3
Cc1noc(C)c1C(=O)Nc1ccc(-n2ccc(C(F)(F)F)n2)cc1	17	-2	9	4	-10	1	-4	0.3	x	-0.4
C[C@@]12C(=O)Nc3cc(Cl)ccc3C(=O)N1[C@H]1c3cc(Br)ccc3OC[C@@H]1[C@@H]2c1ccccc1	-17	0	-1	-4	5	-5	8	-0.5	-1	2.3
Cc1ccc(C(=O)NNC(=O)c2cc(C)nc3ccccc23)cc1	-7	-1	-6	1	-6	-1	-11	-0.4	-2	-2.0
COc1ccc(-c2csc(NC(=O)CSCC(=O)Nc3cc(C)on3)n2)cc1OC	0	-2	0	-16	-2	-1	-5	-1.6	-1	0.7
CCOC(=O)c1nc(C)nc(Sc2n[nH]c(-c3ccccc3)n2)c1C	5	-2	-2	5	x	-7	8	-0.3	18	0.8
COc1ccc(C(=O)COC(=O)c2cc(=O)[nH]c3ccccc23)c(OC)c1	100*	-2	-5	-2	-3	0	-1	-2.2	26	-0.7
Cc1cc(=O)[nH]c(N2CCN(Cc3ccccc3)CC2)n1	-1	-2	-19	-4	x	9	2	-1.1	-2	-0.3
CC(=O)Oc1ccc(Cl)cc1CN(C(C)=O)C1CCCCC1	17	-4	-2	-3	x	1	-3	15	-1	-0.6
CCn1c(Cc2ccccc2)nnc1SCC(=O)Nc1ccc(S(N)(=O)=O)cc1	-21	0	7	9	-4	-7	-6	-2.7	-4	-0.9
CCN(C(=O)CSc1n[nH]c(N)n1)c1cccc2ccccc12	x	0	-4	-3	-5	-11	-10	1.2	-6	0.7
CCC(CC)N1CCN(CCc2ccccc2)C(CCO)C1 (stereo not given)	2	0	-2	4	-1	-8	0	0.4	-1	0.4
O=C(CSc1ccccc1)Nc1nccs1	-1	-5	19	4	0	-2	1	-2.8	-3	0.6

A draw from above in order of formula weight, largest number first.
SMILES	MITF act	V-ATPase pH	Rtt109 HAT inh	RTF Ca sens act	CAL PDZ FP-1	Tat export inh	dFosB act	CAL PDZ FP-2	Wnt act	CDK5 inh
CCN1CCN(c2ccc(S(=O)(=O)N3CCCCC3)cc2NC(=O)c2ccc(F)cc2)CC1	7	2	-5	1	-1	-4	2	-0.8	0	-1.0
O=C(c1cccc(S(=O)(=O)N2CCCC2)c1)N1CCN(Cc2ccccc2)CC1	-7	4	2	-2	-2	-5	-4	0.3	-2	-0.9
O=C(c1cc(F)ccc1F)C1CCCN(C(=O)c2ccc3nccnc3c2)C1 (stereo not given)	3	-5	-2	-5	-4	1	-1	-1.7	1	-3.7
COc1ccc(C2Nc3ccccc3C(=O)N2NS(C)(=O)=O)cc1OC (stereo not given)	6	4	-17	-3	9	1	-4	-0.1	-7	-0.4
O=C(Nc1ccc(F)cc1F)c1ccc2nc(N3CCOCC3)sc2c1	x	-3	-6	-3	x	-12	4	-0.9	3	0.8
COc1cccc(C(=O)O/N=C(\N)CS(=O)(=O)c2ccccc2)c1	9	-1	5	2	-4	-1	0	-6.5	7	0.2
Cc1cccc(NC(=O)C2CCCN2C(=O)Oc2ccccc2)c1 (stereo not given)	1	2	-6	-7	-1	2	3	-0.6	x	0.0
Cc1ccc(C(=O)NNC(=O)c2cc(C)nc3ccccc23)cc1	-7	-1	-6	1	-6	-1	-11	-0.4	-2	-2.0
Cc1cc(N/N=C/c2ccc([N+](=O)[O-])o2)nc2ccccc12	-17	0	-1	7	-4	-1	-6	-2.2	6	0.6
Cc1cc(=O)[nH]c(N2CCN(Cc3ccccc3)CC2)n1	-1	-2	-19	-4	x	9	2	-1.1	-2	-0.3
Cc1ccc(N2C(=O)CCC2(C#N)c2ccccc2)cc1 (stereo not given)	x	-2	1	-4	-2	-2	-1	0.1	1	-0.2
